# Bioassay records: PubChem BioAssay, The Scripps Research Institute Molecular Screening Center
# CTSL1 counter – cathepsin L1 inhibition, PFM18AAP counter-screen; actives 0.49% (n = 300,000); recombinant F. hepatica cathepsin L1, Z-Leu-Arg-MCA fluorescence; inhibition, % at 5.96 µM;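 active = inhibition above the mean of all tested compounds plus 3 SD, set per screening campaign, cut at about 17% in these data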;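 note: 0% = plate median of test compound wells and 100% = 1 µM Z-Phe-Ala-diazomethylketone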
# AHR activator – human AHR activation; activation, % at 5 µM; actives 2.5% (n = 320,000); AHR-responsive luciferase reporter cells, luminescence; AID 2796; in the data active = activation above about 47%;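 note: 0% = vehicle wells and 100% = reference agonist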
# proCasp7 act – counter-screen for procaspase-3 activators: activators of human procaspase-7; P55210; recombinant procaspase-7, Ac-DEVD-pNA absorbance 405 nm; D23A/D198A/D206A triple mutant, cannot self-cleave; scale: DMSO 0, 5 µM enzyme 100; activation, % at 8.5 µM; actives 0.093% (n = 330,000); AID 463210;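 active = percent activation above the screen-wide mean plus 3 SD, cut at about 25% in these data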
#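 System: Uncleavable procaspase-7 mutant enzyme; Amount: 2 µM procaspase-7 mutant as dispensed; Schedule: 1 h compound preincubation, 2 h substrate cleavage, 25 °C; Measured by: 405 nm absorbance of p-nitroaniline; Evaluation: percent activation from buffer-corrected 0–120 min absorbance change; Control set: low DMSO alone, high DMSO plus 5 µM PC-7.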
# proCasp3 act – activators of human procaspase-3; P42574; recombinant procaspase-3 D3A, Ac-DEVD-pNA absorbance 405 nm; activation, % at 8.5 µM; actives 0.11% (n = 330,000);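 active = activation above the mean of all tested compounds plus 3 SD, cut at about 21% in these data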;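 note: 0% = DMSO alone and 100% = DMSO wells spiked with extra 5 µM PC-3 D3A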
#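 Assay system – Procaspase-3 D3A mutant, all three cleavage aspartates alanine · Controls – DMSO-only low control, 5 µM PC-3 D3A high control · Schedule – 1 h compound preincubation, 2 h substrate hydrolysis at 25 °C · Signal – 405 nm absorbance of p-nitroaniline, reads at 0 and 120 min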
# TPT1 inhibitor – blocks Candida albicans tRNA 2'-phosphotransferase. AID 1962. actives 0.81% (n = 300,000). recombinant caTPT1, FP RNA substrate dephosphorylation. inhibition, % at 5 µM;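 active = inhibition above the mean of all tested compounds plus 3 SD, set per screening campaign, cut at about 24% in these data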;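 note: plate controls were DMSO alone for no effect and ferristatin control at 100 nM for full effect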
# PP5 primary – inhibitors of human protein phosphatase 5 (PP5); P53041; purified PP5c, OMFP substrate fluorescence; inhibition, % at 6.7 µM; actives 0.18% (n = 320,000); AID 1987;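 active = inhibition above the campaign's mean inhibition across all tested compounds plus 3 SD, cut at about 9.5% in these data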;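 note: 0% = DMSO only and 100% = 100 µM cantharidin control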
# Target sequence (P53041 whole entry, looked up): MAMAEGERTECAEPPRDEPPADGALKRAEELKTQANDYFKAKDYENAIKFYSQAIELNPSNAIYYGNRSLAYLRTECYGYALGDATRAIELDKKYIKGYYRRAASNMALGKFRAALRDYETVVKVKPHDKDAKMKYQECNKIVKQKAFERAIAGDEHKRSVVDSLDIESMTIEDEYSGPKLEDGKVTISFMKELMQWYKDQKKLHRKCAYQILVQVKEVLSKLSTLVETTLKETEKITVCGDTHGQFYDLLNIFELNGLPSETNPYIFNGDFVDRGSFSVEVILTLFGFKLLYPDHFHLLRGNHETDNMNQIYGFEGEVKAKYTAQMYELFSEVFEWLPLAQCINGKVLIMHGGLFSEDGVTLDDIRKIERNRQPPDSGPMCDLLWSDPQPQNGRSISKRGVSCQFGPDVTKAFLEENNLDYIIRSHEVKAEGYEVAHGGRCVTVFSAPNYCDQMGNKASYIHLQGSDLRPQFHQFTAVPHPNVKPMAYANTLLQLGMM
# core dimer inh – HCV core protein dimerization inhibition | TR-FRET GST/Flag-core106 dimerization, 1536-well | actives 0.33% (n = 300,000) | inhibition, % at 5 µM;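 active = inhibition above the mean of all tested compounds plus 3 SD, set per screening campaign, cut at about 45% in these data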
#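 test system = GST/Flag-tagged HCV core106 proteins | probe or stimulus = Eu donor and XL665 acceptor anti-tag antibodies | times = compound-protein-antibody incubation 4 h at 22.5 °C | signal = TR-FRET, excitation 340 nm, emission 617 and 671 nm | measure = percent inhibition of core106 dimerization signal | controls = wells lacking GST-core106 and wells with excess unlabelled core106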
# PAFAH2 FP inh – PAFAH2 (human) inhibition. Q99487. recombinant PAFAH2, FP-rhodamine activity probe, fluorescence polarization. actives 0.99% (n = 340,000). inhibition, % at 3.39 µM. AID 492956;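 active = inhibition above the mean over all tested compounds plus 3 SD, cut at about 30% in these data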;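 note: inhibitors block probe labeling of enzyme so polarization drops; 0% = enzyme with DMSO and 100% = wells lacking PAFAH2 protein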
# PP1 inh – counter-screen for PP5 inhibitors: inhibitors of human PP1-alpha; AID 2235; purified PP1alpha, OMFP fluorescence; actives 0.9% (n = 320,000); inhibition, % at 6.7 µM;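 active = inhibition above the mean inhibition of all tested compounds plus 3 SD, computed separately for each screening campaign, cut at about 15% in these data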
# Target sequence (P62136 whole entry, looked up): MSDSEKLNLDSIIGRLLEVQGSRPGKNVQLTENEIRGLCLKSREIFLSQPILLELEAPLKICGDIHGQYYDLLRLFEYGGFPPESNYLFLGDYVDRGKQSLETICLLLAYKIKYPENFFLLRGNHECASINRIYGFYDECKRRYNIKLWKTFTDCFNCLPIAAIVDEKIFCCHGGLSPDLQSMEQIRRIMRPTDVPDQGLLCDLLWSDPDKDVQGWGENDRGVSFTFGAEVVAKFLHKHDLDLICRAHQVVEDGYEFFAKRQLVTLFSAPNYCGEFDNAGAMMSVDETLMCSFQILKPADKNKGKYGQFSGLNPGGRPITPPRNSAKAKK
# Active calls of the source: *; x = no result given; & = joins results of further samples.
Molecule	AHR activator	TPT1 inhibitor	proCasp3 act	PP1 inh	core dimer inh	CTSL1 counter	proCasp7 act	PAFAH2 FP inh	PP5 primary
C=CCNc1nc(SC)nc2ccsc12	0	0	8	0	-1	-2	9	-3	0.8
CC(C)Oc1ccc(/C=C(/NC(=O)c2ccccc2)C(=O)NCCC(=O)O)cc1	3	-6	1	0	-3	3	-12	-2	-1.9
COC(=O)c1ccc(NC(=O)CCN2CCCCC2)cc1	-5&20	2&0	-7&7	-3&-1	-2&-1	-4&-3	0&-1	6&5	-1.4&0.4
CCc1cccc(CC)c1-n1c(SCC(=O)N2CCc3ccccc32)nc(O)cc1=O	14	x	-5	x	x	x	14	2	x
CCN(CC)CC(=O)Nc1c(Br)ccc2c1OCO2	1	1	-1	-3	-1	-4	6	1	-0.9
O=C(N/N=C1\CCCc2ccccc21)c1ccc([N+](=O)[O-])cc1Cl	2	1	8	-5	3	4	2	-3	0.2
Cc1ccc(C#N)c(SCC(=O)Nc2nccs2)n1	63*	0	-6	2	1	-2	-6	7	-1.5
O=C(N/N=C/c1ccc(OCC(=O)N2CCOCC2)cc1)c1ccccc1Cl	5	-11	-2	4	-1	3	-4	4	-2.1
CN(C(=O)CC(=O)Nc1ccc(Cl)c(Cl)c1)c1ccccc1	1	-6	7	-5	-2	-2	2	2	1.3
CCN(CC)c1ccc(C(=O)OCC(=O)N2CCCC2)cc1	3	-6	1	0	-2	2	14	36*	-0.7
O=C(NNS(=O)(=O)c1ccccc1)C1CCCCC1	1	-5	1	-2	12	1	5	-1	0.6
COCc1ccc(C(=O)N2CCCC(C(=O)c3cccc(C(F)(F)F)c3)C2)o1 (configuration not stated)	1	-2	6	0	0	4	-3	5	0.3
COc1ccc(C(=O)Nc2nc(C)c(C(C)=O)s2)cc1S(=O)(=O)N1CCOCC1	-1	x	-2	-3	x	x	4	-10	2.7
Cc1ccccc1OCC(=O)NCCN1CCCC1	1	-3	6	-4	-8	-2	4	-5	0.5
COc1ccc(/C(C)=N/NC(=O)CNC(=O)c2cccnc2)c(OC)c1	2	1	4	-2	4	-1	-13	4	-1.0
N#CCC(=O)Nc1ccc(C(=O)OCC(=O)N(C2CCCCC2)C2CCCCC2)cc1	-1	3	13	4	9	-1	2	-6	1.7
COCCn1c(C)cc(C2=NNC(=Nc3ccc(OC)cc3)SC2)c1C	0	3	-1	20*	36	5	-11	14	0.6
COCc1cc(C)nc2sc(C(=O)Nc3cccc(OC)c3)c(N)c12	12	2	-8	-1	-4	-9	-10	9	0.8
Cc1nc(Cl)c(C#N)c2c1CCCC2	-1	-4	2	-4	0	1	12	4	0.6
COc1ccc(Cc2nc3ccc(C(=O)NC4CCOC4)cc3o2)cc1 (configuration not stated)	4	1	0	-2	2	-5	4	1	0.1
COc1ccc(N(C)C2=NS(=O)(=O)c3ccccc32)cc1	-8	1	-2	-1	-3	-1	12	-2	2.1
CC(Oc1ccc2c(-c3ccccc3)cc(=O)oc2c1)C(=O)NC(Cc1c[nH]c2ccccc12)C(=O)O (configuration not stated)	19	x	6	x	x	x	-3	8	x
O=C(Nc1ccc(-c2cn3ccccc3n2)cc1)c1ccco1	-1	-2	-3	0	-13	-2	4	-1	-0.5
CC(=O)CSc1nnc(NC(=O)CCc2ccccc2)s1	13	-6	7	-2	-4	0	-8	8	3.6
COc1ccc(OC)c(-c2c[n+](=O)c3c(n2[O-])CCCC3)c1	3	0	5	-3	0	-1	6	-3	0.5
Cc1cccn2c(=O)nc(SCC(=O)N3CCCCCC3)nc12	3	-2	11	-4	-3	1	8	8	-1.7
COC(=O)c1sc(-c2ccccc2)cc1NC(=O)C1CC1	15	-2	5	-3	13	1	6	1	0.5
O=C(NCCNC(=O)c1cccs1)c1ccco1	7	3	2	-1	-6	19*	14	0	-3.9
COCCCn1c(SCc2ccc(OC)cc2)nc2cc(OC)c(OC)cc2c1=N	6	-2	-6	0	5	3	10	5	1.1
COc1ccccc1CNC(=O)COC(=O)c1cccc(S(=O)(=O)N2CCCC2)c1	-2	-2	-2	-2	-1	-8	-4	2	-0.6
COC(=O)c1ccccc1NC(=O)CN1CCN(C23CC4CC(CC(C4)C2)C3)CC1	-2	1	13	-6	-4	-2	-5	0	0.8
CCOC(=O)c1ccc(NC(=O)CSc2nncn2-c2cccnc2)cc1	8	1	3	0	-6	-1	8	10	3.4
O=C(Nc1ccc(O)cc1)c1cc(S(=O)(=O)N2CCCC2)ccc1Cl	0	1	-5	-3	-2	-1	5	-4	-1.3
NC(=O)c1ccc(Oc2cccc3cccnc23)c([N+](=O)[O-])c1	8	4	2	8	11	2	4	3	-0.1
CCOc1ccccc1NC(=O)NC1(C(=O)N2CCN3CCCC3C2)CCCCC1 (configuration not stated)	-2	-3	-1	3	-7	-1	5	-5	3.7
COC(=O)c1ccccc1N1C(=O)C2C(C1=O)C1C=CC2C12CC2 (configuration not stated)	-1	0	13	2	0	-2	-8	2	4.7
Cc1ccc(C(=O)c2c[nH]c3c(F)cc(F)cc3c2=O)cc1	1	-5	-1	-3	-3	-3	0	-1	-1.3
O=C(CCCNC(=O)/C(=C\c1ccccc1F)NC(=O)c1ccccc1)OCc1ccccc1	2	2	1	1	1	0	-5	2	1.1
CCCC(=O)Oc1c(S(=O)(=O)c2ccc(C)cc2)c(C)nn1C(C)(C)C	-2	2	0	-1	1	4	5	1	0.9
CCN(CC)C(=O)c1cn(CCC#N)nc1-c1ccc2ccccc2c1	0	0	1	-4	-3	0	3	0	2.3
CC(CCN1CCN(c2ccc(F)cc2)CC1)c1ccccc1 (configuration not stated)	-1	1	12	4	-1	-6	0	-2	1.2
S=c1nc(C2CC2)[nH]c2ccccc12	27	2	-29	-1	25	7	-34	8	-1.4
[O-][n+]1onc2c1CCc1c-2nc(-c2ccccc2)n1OCc1ccccc1	3	0	1	-4	20	2	10	6	-1.2
Cc1ccc(C)c(N=Nc2ccc(O)c3ncccc23)c1	18	1	8	3	3	2	13	-2	0.9
O=C(c1cccc(Cl)c1)N1CCN(c2ncnc3c2cnn3-c2ccccc2)CC1	2	-1	-6	0	7	0	4	-4	3.6
CCOc1ccc(C(=O)CN2CCN(S(=O)(=O)c3ccc(Br)cc3)CC2)cc1	6	-3	0	1	12	1	7	1	-0.8
Cc1ccc(NC(=O)C(C)c2cccc(C(=O)c3ccccc3)c2)cc1O (configuration not stated)	3	-3	-6	-2	4	1	4	-10	1.1
Cc1cc(OCC(=O)Nc2ccc(F)c(F)c2)nc(C(C)C)n1	-2	-2	8	-2	5	-1	-6	3	3.1

# A section of the results above, as a working copy:
Molecule	AHR activator	TPT1 inhibitor	proCasp3 act	PP1 inh	core dimer inh	CTSL1 counter	proCasp7 act	PAFAH2 FP inh	PP5 primary
CCOc1ccccc1NC(=O)NC1(C(=O)N2CCN3CCCC3C2)CCCCC1 (configuration not stated)	-2	-3	-1	3	-7	-1	5	-5	3.7
COC(=O)c1ccccc1N1C(=O)C2C(C1=O)C1C=CC2C12CC2 (configuration not stated)	-1	0	13	2	0	-2	-8	2	4.7
Cc1ccc(C(=O)c2c[nH]c3c(F)cc(F)cc3c2=O)cc1	1	-5	-1	-3	-3	-3	0	-1	-1.3
O=C(CCCNC(=O)/C(=C\c1ccccc1F)NC(=O)c1ccccc1)OCc1ccccc1	2	2	1	1	1	0	-5	2	1.1
CCCC(=O)Oc1c(S(=O)(=O)c2ccc(C)cc2)c(C)nn1C(C)(C)C	-2	2	0	-1	1	4	5	1	0.9
CCN(CC)C(=O)c1cn(CCC#N)nc1-c1ccc2ccccc2c1	0	0	1	-4	-3	0	3	0	2.3
CC(CCN1CCN(c2ccc(F)cc2)CC1)c1ccccc1 (configuration not stated)	-1	1	12	4	-1	-6	0	-2	1.2
S=c1nc(C2CC2)[nH]c2ccccc12	27	2	-29	-1	25	7	-34	8	-1.4
[O-][n+]1onc2c1CCc1c-2nc(-c2ccccc2)n1OCc1ccccc1	3	0	1	-4	20	2	10	6	-1.2
Cc1ccc(C)c(N=Nc2ccc(O)c3ncccc23)c1	18	1	8	3	3	2	13	-2	0.9
O=C(c1cccc(Cl)c1)N1CCN(c2ncnc3c2cnn3-c2ccccc2)CC1	2	-1	-6	0	7	0	4	-4	3.6

# Carrying on.
Molecule	AHR activator	TPT1 inhibitor	proCasp3 act	PP1 inh	core dimer inh	CTSL1 counter	proCasp7 act	PAFAH2 FP inh	PP5 primary
CCOc1ccccc1CNC(=O)C1CCCN(c2nn3c(=O)cc(C)nc3s2)C1 (configuration not stated)	0	0	0	2	-7	0	13	2	2.0
CCOC(=O)c1cccc(NC(=O)CSc2nnnn2C)c1	2	-5	6	2	-7	7	-4	1	3.0
COC(=O)c1ccc2c(=O)n(CCCCCC(=O)NCc3ccccc3)c(=O)[nH]c2c1	1	-1	7	2	0	0	6	-4	-1.2
CN(C)/C=C(/C#N)C(=O)c1cccc(Oc2ccc(C(C)(C)C)cc2)c1	2	0	-3	7	15	2	5	-2	5.1
CCCOc1ccc2c(C)c(CC(=O)OC)c(=O)oc2c1	5	0	1	-6	2	-4	-2	1	-0.6
N#Cc1c(/N=C/c2ccccc2)oc(-c2ccccc2)c1-c1ccccc1	2	2	6	-1	3	-2	-14	6	2.0
O=S(=O)(NCc1cccnc1)c1cccs1	1	-2	6	-1	-9	-4	3	4	2.2
CCOC(=O)N1CCN(C(=O)COc2ccccc2OC)CC1	4	1	5	-2	-5	-1	3	-1	0.2
CCCCn1c(N)c(N(CCOC)C(=O)CSc2n[nH]c(-c3ccc(OC)cc3)n2)c(=O)[nH]c1=O	-2	0	-3	-1	2	1	-1	4	0.9
CCOC(=O)c1[nH]c(C)c(C(=O)NC(C)(C)C)c1C	4	-8	5	-5	3	-5	9	7	0.5
COC(=O)c1ccc(-c2ccco2)n1Cc1cccc(C)c1	-5	-3	-5	-2	-4	-1	-3	-3	0.8

# Full records, quoted from the list:
# O=C(c1cccc(Cl)c1)N1CCN(c2ncnc3c2cnn3-c2ccccc2)CC1 across the screens: AHR activator: 2; TPT1 inhibitor: -1; proCasp3 act: -6; PP1 inh: 0; core dimer inh: 7; CTSL1 counter: 0; proCasp7 act: 4; PAFAH2 FP inh: -4; PP5 primary: 3.6
# CC(=O)CSc1nnc(NC(=O)CCc2ccccc2)s1 across the screens: AHR activator: 13; TPT1 inhibitor: -6; proCasp3 act: 7; PP1 inh: -2; core dimer inh: -4; CTSL1 counter: 0; proCasp7 act: -8; PAFAH2 FP inh: 8; PP5 primary: 3.6

# Rows are unselected (roughly 5.6% active in at least one column).
